Cardio protect – cardioprotection against H2O2-induced cell death, primary screen, uHTS, H9c2 cells, ATPLite luminescence; 360,000 compounds, 0.63% hits; protection from H2O2 cell death, % at 20 µM; H9c2 cardiomyocytes, H2O2 injury protection, 2 h;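 active = compounds giving at least 50% protection of heart cells from peroxide-induced death in the single-dose screen, raw or plate-pattern-corrected value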;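 also: 0% = DMSO wells with peroxide and 100% = DMSO wells without peroxide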
HIF-2a block – HIF-2a reporter inhibitors, primary screen, luminescence, 786-0 RCC cells. 360,000 compounds, 0.72% hits. 786-0 RCC cells HIF-2a reporter, luciferase luminescence, overnight. inhibition, % at 18.8 µM;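 active = inhibition of the luminescence signal of 40% or more relative to plate controls, in a single-dose primary screen at 18.75 µM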
TRPM1 prom inh – inhibitors of MITF-dependent TRPM1 promoter reporter, primary screen, cell-based, SK-MEL-5, single point, luciferase. SK-MEL-5 TRPM1 promoter luciferase, 24 h. inhibition, % at 12.5 µM. 330,000 compounds, 0.83% hits. AID 488899, 2010;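 active = mean inhibition across replicates of 60% or more, whatever share of single replicates reaches that level; inconclusive = some that reach 60%, reason not given; inactive = mean inhibition across replicates below 60%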; also: values of inactives mirror those of a sister screen read the other way
Shn3 3UTR inh – reduction of Shn3 3'UTR firefly luciferase signal, primary screen, Schnurri-3 inhibitor project, cell-based, Clone20 osteoblasts, set 2 | Clone20 osteoblast Shn3 3'UTR firefly luciferase, 24 h | inhibition, % at 12.5 µM | 360,000 compounds, 0.52% hits;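 active = mean inhibition of at least 75% with every replicate also reaching 75%; inconclusive = mean inhibition at least 75% but some replicate below; inactive = mean inhibition below 75%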;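 also: 0% = median of neutral control wells and 100% = pilot-screen positive control compound; some compounds past the cut are filed as inactive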
NR2E3 ag-1 – NR2E3 agonists in two-hybrid cells, primary screen, cell-based, luminescence, CHO-S, Gal4-NCOR/VP16-NR2E3. inhibition of corepressor binding, % at 3.98 µM. Photoreceptor-specific nuclear receptor (Homo sapiens), Q9Y5X4. 360,000 compounds, 0.35% hits. luciferase. AID 602229, 2012;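 active = inhibition above the mean of all tested compounds plus 3 SD, cut at about 70% in these data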;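 also: 0% = DMSO with NR2E3 transfected cells and 100% = cells lacking NR2E3 construct; higher means lower luciferase signal from less NR2E3 corepressor binding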
Target sequence (Q9Y5X4 whole entry, looked up, the tested form may be a part): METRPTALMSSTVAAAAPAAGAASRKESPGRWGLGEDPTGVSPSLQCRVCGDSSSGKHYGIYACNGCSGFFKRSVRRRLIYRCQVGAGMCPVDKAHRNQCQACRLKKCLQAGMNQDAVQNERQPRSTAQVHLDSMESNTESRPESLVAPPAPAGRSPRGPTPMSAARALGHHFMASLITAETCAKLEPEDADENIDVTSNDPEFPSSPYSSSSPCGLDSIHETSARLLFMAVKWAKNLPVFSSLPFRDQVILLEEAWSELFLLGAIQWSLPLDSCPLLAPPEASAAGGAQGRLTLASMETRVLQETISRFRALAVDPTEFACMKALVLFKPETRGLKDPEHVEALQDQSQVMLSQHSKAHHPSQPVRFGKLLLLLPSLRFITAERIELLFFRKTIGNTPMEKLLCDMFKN
PDI inh – inhibitors of human PDI, primary screen, biochemical, turbidity, single point, plate reader; 350,000 compounds, 0.052% hits; AID 588391, 2011; PDI insulin aggregation turbidity, A650, 90 min; inhibition, % at 10 µM; Protein disulfide-isomerase (Homo sapiens), P07237;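 active = mean inhibition across replicates of 30% or more, whatever share of single replicates reach that level; inconclusive = mean inhibition below 30% while every single replicate reaches 30%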;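 also: absorbance from insulin aggregation driven by PDI reduction with DTT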
Target sequence (P07237 whole entry, looked up): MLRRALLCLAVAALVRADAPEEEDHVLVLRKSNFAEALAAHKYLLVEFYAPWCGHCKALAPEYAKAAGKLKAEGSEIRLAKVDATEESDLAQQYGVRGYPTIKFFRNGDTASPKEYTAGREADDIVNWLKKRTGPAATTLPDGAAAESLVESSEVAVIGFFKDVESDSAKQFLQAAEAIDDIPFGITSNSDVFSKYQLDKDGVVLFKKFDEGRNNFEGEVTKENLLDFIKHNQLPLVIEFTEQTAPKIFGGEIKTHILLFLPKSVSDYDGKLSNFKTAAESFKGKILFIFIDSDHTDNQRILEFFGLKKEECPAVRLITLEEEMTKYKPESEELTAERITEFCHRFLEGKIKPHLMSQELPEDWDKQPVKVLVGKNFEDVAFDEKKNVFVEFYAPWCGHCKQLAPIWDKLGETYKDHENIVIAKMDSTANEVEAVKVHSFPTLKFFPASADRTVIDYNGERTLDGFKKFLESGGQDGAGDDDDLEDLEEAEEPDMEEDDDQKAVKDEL
NR2E3 ag-2 – inhibitors of NR2E3-RetCOR corepressor binding, primary screen, NR2E3 agonist project, biochemical, TR-FRET, GST-NR2E3, biotin-RetCOR | Photoreceptor-specific nuclear receptor (Homo sapiens), Q9Y5X4 | 320,000 compounds, 0.12% hits | 1536-well | AID 2300, 2010 | inhibition of corepressor binding, % at 4.78 µM;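 active = percent inhibition above the cutoff of mean plus 3 SD of all tested compounds, set per screening campaign, cut at about 20% in these data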;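 also: 0% = DMSO wells and 100% = biotin wells as full block of FRET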
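Format: 1536-well format; test system: GST-NR2E3 and biotin-RetCOR proteins; read-out basis: percent inhibition of TR-FRET ratio; timing: 5 h incubation at 4 °C; detection: time-resolved FRET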
m5-HT2A agonist – mouse Htr2a agonists via beta-arrestin recruitment, primary screen, cell-based, luminescence | 5-hydroxytryptamine receptor 2A (Mus musculus), P35363 | CHO-K1 mHTR2A beta-arrestin complementation; percent of 30 µM serotonin response | activation, % at 7.6 µM | 360,000 compounds, 0.66% hits | AID 624169, 2012;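 active = activation above a run cutoff, the mean activation of all tested compounds plus 3 SD, cut at about 14% in these data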;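 also: 0% = plate median of compound wells and 100% = 30 µM serotonin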
Peg3 prom inh – Peg3 promoter-driven luciferase inhibitors, primary screen, cell-based, HeLa, luciferase luminescence; 360,000 compounds, 1.7% hits; inhibition, % at 20 µM; HeLa PEG-Prom luciferase reporter, overnight;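 active = inhibition of at least 50% at 20 µM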
CaV13 ICDI inh – Primary screen for inhibitors of IQ motif and Ca2+-dependent inactivation inhibitor domain binding in CACNA1D, Förster resonance energy transfer in living cells, …. HEK cells, CFP/YFP FRET ICDI-IQ, plate reader, 10 min; percent FRET-ratio fall versus neutral wells. inhibition, % at 12.3 µM. 340,000 compounds, 0.098% hits;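 active = mean replicate inhibition of at least 30% and at least 1% of replicates passing that level; inconclusive = only one of the two criteria is met; inactive = neither criterion is met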;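 also: 0% = median of the neutral control wells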
hiPSC survival – enhancers of single-cell hiPSC survival, primary screen, ATPlite luminescence | 100% = ROCK inhibitor wells, 0% = DMSO | survival enhancement, % at 20 µM | 360,000 compounds, 0.044% hits; in the data active = survival enhancement above about 18%;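 also: cells exposed to compounds for 16 hours before the ATP read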
Active calls of the source: *; ? = inconclusive; nt = no result given.

Start of the listing, in advance (five entries):
SMILES	Cardio protect	HIF-2a block	TRPM1 prom inh	Shn3 3UTR inh	NR2E3 ag-1	PDI inh	NR2E3 ag-2	m5-HT2A agonist	Peg3 prom inh	CaV13 ICDI inh	hiPSC survival
O=C(O)c1ccc(CSc2ccccn2)cc1	7	11	-9	-18	-16	-8	2	-2	12	-2	1.3
COc1ccccc1S(=O)(=O)NCc1ccc(C(=O)NC(C)c2ccccn2)cc1 (configuration not stated)	5	11	-5	-58	20	3	5	13	8	-3	-0.6
Cc1ccc2[nH]cc(S(=O)(=O)c3ccc(C(C)C)cc3)c(=O)c2c1	0	15	-8	13	-10	-4	0	3	25	-17	-0.3
CN(C)c1cccc(NC(=O)C2Cc3c(-c4cccnc4)ccnc3O2)c1 (configuration not stated)	4	11	nt	7	-18	14	nt	-4	2	-4	-1.0
CN(C)c1cccc(C(=O)OCC(=O)NC2CCCC2)c1	-2	-22	-9	3	-2	-1	1	2	-9	-2	-0.2

All compounds of this part, from the first entry:
SMILES	Cardio protect	HIF-2a block	TRPM1 prom inh	Shn3 3UTR inh	NR2E3 ag-1	PDI inh	NR2E3 ag-2	m5-HT2A agonist	Peg3 prom inh	CaV13 ICDI inh	hiPSC survival
O=C(O)c1ccc(CSc2ccccn2)cc1	7	11	-9	-18	-16	-8	2	-2	12	-2	1.3
COc1ccccc1S(=O)(=O)NCc1ccc(C(=O)NC(C)c2ccccn2)cc1 (configuration not stated)	5	11	-5	-58	20	3	5	13	8	-3	-0.6
Cc1ccc2[nH]cc(S(=O)(=O)c3ccc(C(C)C)cc3)c(=O)c2c1	0	15	-8	13	-10	-4	0	3	25	-17	-0.3
CN(C)c1cccc(NC(=O)C2Cc3c(-c4cccnc4)ccnc3O2)c1 (configuration not stated)	4	11	nt	7	-18	14	nt	-4	2	-4	-1.0
CN(C)c1cccc(C(=O)OCC(=O)NC2CCCC2)c1	-2	-22	-9	3	-2	-1	1	2	-9	-2	-0.2
COc1ccc(OC)c(S(=O)(=O)NC(C)c2ccc(-n3ccnc3)cc2)c1 (configuration not stated)	0	13	nt	0	3	-1	0	-4	3	-7	-0.5
C=CCn1c(SCC(=O)O)nnc1-c1ccc(C(C)(C)C)cc1	-14	3	-6	2	-5	-14	-1	3	2	1	17
CCOC(=O)C1CCN(S(=O)(=O)c2ccc(CN3C(=O)c4cccnc4C3=O)cc2)CC1	-2	9	-2	-13	2	-7	5	7	2	-7	-0.6
C=CCn1c(NCCO)nc2sc3c(c2c1=O)CCC3	1	-9	-4	9	-31	0	0	1	11	-3	-1.1
Cc1[nH]c2ccc(C(=O)NC3CCCC3)cc2c1C	-1	-125	nt	-68	-5	?	0	-10	-161	-13	-1.7
C=CCOC(=O)C1=C(C)NC(=O)NC1c1ccc(N(C)C)cc1 (configuration not stated)	-1	18	3	18	-16	-11	4	6	8	10	0.5
O=c1c(Cc2ccccc2)c(O)ccn1Cc1ccc2c(c1)OCO2	-6	3	14	9	-4	6	1	6	9	5	-0.9

Next part; it opens with the 5 that closed the last part.
SMILES	Cardio protect	HIF-2a block	TRPM1 prom inh	Shn3 3UTR inh	NR2E3 ag-1	PDI inh	NR2E3 ag-2	m5-HT2A agonist	Peg3 prom inh	CaV13 ICDI inh	hiPSC survival
CCOC(=O)C1CCN(S(=O)(=O)c2ccc(CN3C(=O)c4cccnc4C3=O)cc2)CC1	-2	9	-2	-13	2	-7	5	7	2	-7	-0.6
C=CCn1c(NCCO)nc2sc3c(c2c1=O)CCC3	1	-9	-4	9	-31	0	0	1	11	-3	-1.1
Cc1[nH]c2ccc(C(=O)NC3CCCC3)cc2c1C	-1	-125	nt	-68	-5	?	0	-10	-161	-13	-1.7
C=CCOC(=O)C1=C(C)NC(=O)NC1c1ccc(N(C)C)cc1 (configuration not stated)	-1	18	3	18	-16	-11	4	6	8	10	0.5
O=c1c(Cc2ccccc2)c(O)ccn1Cc1ccc2c(c1)OCO2	-6	3	14	9	-4	6	1	6	9	5	-0.9
COCCNC(=O)c1ccc(N2CC3CC(C2)c2cccc(=O)n2C3)c(NC(=O)c2cc(OC)cc(OC)c2)c1 (configuration not stated)	-3	3	5	9	-1	-7	2	7	3	-3	-0.8
Cc1ccc(S(=O)(=O)NCC(C)n2nc(C)cc2C)cc1 (configuration not stated)	-4	2	-6	-8	-6	-12	0	-4	-10	-3	0.2
O=C(O)C(Cc1ccccc1)N1C(=O)c2cccc3cccc(c23)C1=O (configuration not stated)	0	18	13	-7	-4	-5	-1	6	12	-4	-0.7
COc1ccc(C2=Nn3c(nnc3-c3cccnc3)SC2)cc1	2	5	-14	-2	4	4	nt	-1	17	-6	4.3
O=C(O)CCN1CC2([N+](=O)[O-])CC=C(OCCO)C([N+](=O)[O-])(C1)C2 (configuration not stated)	2	8	-14	-7	-2	12	2	-1	6	-5	-1.6
O=C(NC(=S)Nc1ccccc1N1CCN(C(=O)c2ccccc2)CC1)c1ccccc1F	2	5	-5	11	11	0	0	1	-33	nt	-0.4
Cc1onc(-c2ccccc2)c1-c1ccnc(N)n1	-3	11	7	0	5	3	1	2	6	-19	-0.5
Cc1ccc(S(=O)(=O)Nc2ccccc2C(=O)Nc2sccc2C(=O)NN(C)C)cc1	-3	-42	nt	-1	-30	nt	3	2	-22	-7	-0.8
Cc1ccc(C)c(NC(=O)C(=O)NCc2ccccn2)c1	0	-12	-12	-14	8	-60	-5	-6	-28	-5	2.1
O=[N+]([O-])c1ccc(P(=O)(Cc2ccccc2)c2ccccc2O)cc1 (configuration not stated)	1	12	1	11	-8	6	0	-3	18	-12	-0.5
Cc1cccc(NC(=O)CSc2nc(C3CC3)nc3ccccc23)c1	-7	14	8	8	-17	-7	-3	1	31	-4	2.3
O=C1c2ccccc2C(=O)N1N=Cc1ccc2c(c1)OCO2	-4	-154	nt	-18	4	11	nt	3	-19	-6	0.7
COc1cc(CC(=O)NCCc2ccc(S(N)(=O)=O)cc2)cc(OC)c1OC	-2	19	6	20	-3	1	6	2	-1	-2	-2.3
CCOC(=O)Cn1nnc(-c2ccc(OCC(C)C)cc2)n1	-5	3	-10	3	9	17	-2	0	-21	-8	1.6
Cc1ccccc1CN1CCC(C(=O)Nc2ccc(Oc3cccnc3)cc2)CC1	-3	6	11	16	-7	-4	-3	-2	2	-7	-0.4
CCNc1nc(NCC)nc(SCCOc2ccc(C)cc2)n1	-16	18	-10	15	-7	2	3	12	31	-5	-0.8
Cc1cccc(NS(=O)(=O)c2ccc(C(=O)NCCCN3CCCC3=O)cc2)c1C	-5	14	19	29	7	-7	5	-4	5	-2	7.2
O=C(CN1C(=O)CC(c2ccccc2)=Nc2ccccc21)NC1CCCCC1	19	9	-6	-19	-2	-4	-2	0	1	-3	-0.6
CN1CCN(c2nnc(-c3cccs3)c3ccccc23)CC1	-4	-3	-5	-7	14	6	0	-8	8	nt	-0.7
CCOC(=O)c1ccc(NC(=O)CN2C(=O)CN(C(C)=O)C2=S)cc1	-6	15	3	2	32	-7	0	3	8	-2	-0.4
Cn1cccc1-c1cc(C(=O)N/N=C/c2ccccc2Cl)[nH]n1	23	-303	-95	-80	-64	-5	-1	-12	-273	-15	-0.5
COc1ccc(N(CC(=O)N2c3ccccc3CC2C)S(=O)(=O)c2c(C)nn(C)c2C)cc1 (configuration not stated)	17	9	nt	-4	4	nt	-2	-2	5	-5	4.5
CC(C)Nc1nc(NCCOc2ccccc2)c2sccc2n1	-26	14	nt	54	13	1	nt	-3	49	-5	0.7
Cc1noc(C)c1S(=O)(=O)NC(=O)C1(C)CCN1C(=O)C1(c2ccc(Cl)cc2)CCC1 (configuration not stated)	3	1	nt	-5	-7	-2	nt	1	9	-5	1.0
CCCn1c(SCC(=O)N2CCOCC2)nnc1-c1ccncc1	5	15	2	13	1	-1	-1	-1	10	-3	-0.5
COc1ccc(CNS(=O)(=O)c2ccc3c(c2)N(C(C)=O)CC(C)S3)cc1 (configuration not stated)	-7	13	25	53	68	-5	6	2	25	-3	-0.4
Cc1ccc(C)c(NC(=O)CCc2nnc3ccc(NCc4ccco4)nn23)c1	-2	8	4	-1	25	-1	2	2	2	-2	-0.5
Cc1cc(C(=O)CSc2nnc(Cc3ccccc3)o2)c(C)n1Cc1ccc2c(c1)OCO2	-6	2	2	12	14	7	0	-1	-3	-3	-2.0
Cc1ccc(S(=O)(=O)NCc2ccccc2)cc1C(=O)NCC(C)(C)N1CCOCC1	-2	5	-3	15	13	-12	2	2	2	-6	-0.3
O=C(c1ccco1)N1CCN(S(=O)(=O)c2cccc([N+](=O)[O-])c2)CC1	-1	25	-6	10	-6	1	-2	-3	13	-8	-1.6
O=C(NCC1CCCO1)C1CC(=O)N(C2CCCCCC2)C1 (configuration not stated)	0	16	9	-8	-16	-8	5	3	-17	nt	-1.9
COc1ccc(CNC2CC(C)N(C)CC2C)cc1OC (configuration not stated)	8	20	-9	12	-6	-7	2	5	-1	-5	-0.4
NCC(=O)c1cccc2ccc[n+]([O-])c12	0	4	-14	19	-4	-8	2	-4	-6	-14	0.0
O=C(Nc1cc(S(=O)(=O)N2CCCC2)ccc1Cl)c1ccncc1	3	26	-10	7	12	2	nt	-2	7	-6	1.5
CCCCOCCCNC(=O)C[C@@H]1C[C@@]2(C(=O)OCC)CCC=C2N(Cc2ccco2)C1=O	nt	-7	nt	nt	18	nt	nt	4	nt	-9	-0.6
Cn1c(=O)c2c(nc(SCC(=O)c3ccc(F)cc3)n2C)n(C)c1=O	6	22	4	1	-15	-15	-4	6	-3	1	-0.5
C#CCN1C(=O)C(O)(CC(=O)c2ccc(OC)c(OC)c2)c2ccccc21 (configuration not stated)	-4	21	8	23	10	-4	4	-2	10	-3	0.4

From PubChem
